12-LOX inh: ALOX12 (human) lipoxygenase inhibition | actives 1.1% (n = 580,000) | Potency, µM (titrated, usually from 108 µM), for the others: at the highest dose activity change, negative = inhibition, actives largely listed as inhibitors | P18054 | purified 12hLO, xylenol orange hydroperoxide absorbance; active means well fitted inhibition curve with a large enough effect; inconclusive means small, poorly fitted or top-dose-only effect, or another doubt; inactive means no such curve, though single readings can be large or run the other way
Target sequence (P18054 whole entry, looked up): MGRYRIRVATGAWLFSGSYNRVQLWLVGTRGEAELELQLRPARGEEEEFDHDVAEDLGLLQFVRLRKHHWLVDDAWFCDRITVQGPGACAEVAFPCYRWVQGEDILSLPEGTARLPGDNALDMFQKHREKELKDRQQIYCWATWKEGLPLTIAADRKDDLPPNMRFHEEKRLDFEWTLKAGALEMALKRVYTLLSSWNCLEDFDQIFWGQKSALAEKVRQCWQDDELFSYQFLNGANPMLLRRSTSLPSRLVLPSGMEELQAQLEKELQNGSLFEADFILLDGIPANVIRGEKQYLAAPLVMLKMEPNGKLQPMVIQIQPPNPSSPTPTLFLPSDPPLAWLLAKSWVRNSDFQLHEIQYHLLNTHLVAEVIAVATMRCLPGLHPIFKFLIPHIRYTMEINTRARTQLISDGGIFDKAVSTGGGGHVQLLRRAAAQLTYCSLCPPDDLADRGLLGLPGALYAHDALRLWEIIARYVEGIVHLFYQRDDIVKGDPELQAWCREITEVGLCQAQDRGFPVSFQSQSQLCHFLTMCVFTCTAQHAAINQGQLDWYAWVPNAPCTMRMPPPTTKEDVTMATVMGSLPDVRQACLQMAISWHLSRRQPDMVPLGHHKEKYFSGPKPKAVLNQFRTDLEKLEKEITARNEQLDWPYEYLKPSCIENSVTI
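Hydroperoxide product was detected by ferrous iron/xylenol orange as the 573 to 405 nm absorbance ratio. Arachidonic acid at 40 uM (final) was turned over for 30 min at room temperature by 150 nM human 12hLO, pH 7.0 Hepes buffer, after 15 min compound preincubation.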
Starred values were filed as active, the others as inactive; u = inconclusive; [ ] = another dose, or the depositor's remark. On the % scale 0 is the no-effect control and ±100 the full control effect; potency means the concentration at half of the fitted maximal effect. A portion of the library; the hit share may differ from the screen's.

12-LOX inh | SMILES
u | CO[C@H]1CN(C)C(=O)c2ccc(NC(=O)C3CCC3)cc2OC[C@H](C)N(Cc2ccc(F)cc2)C[C@@H]1C
0%[176 µM] | CC1(COCC2CC2)COc2ccc(C(=O)NCc3cccnc3)cc2N1 (stereo not given)
16% | CS(=O)(=O)N1CCc2ccc(C(=O)NCc3ccc(OC(F)(F)F)cc3)cc21
u | CCCCn1nc(C(=O)N2CCN(c3ncccn3)CC2)c2ccccc2c1=O
0%[176 µM] | CC(C)NC(=O)NC[C@H]1OC[C@@H](NC2CCNCC2)[C@@H]1O
-25%[176 µM] | CSCC(=O)N[C@H]1CCN2C(=O)c3cc(-c4cccs4)ccc3NC(=O)[C@H]12
-8% | O=C(NCc1cc(F)cc(F)c1)c1nc(-c2ccc(F)cc2)c2ccccn12
16% | CCN1CC(C(=O)NCCc2nc(C(C)C)no2)CCC1=O (stereo not given)
-23% | C[C@H](CO)N1C[C@H](C)[C@H](CN(C)S(=O)(=O)c2ccc(-n3cccn3)cc2)OCc2cnnn2CCCC1=O
6% | COc1ccc(S[C@]2(c3nc(C)no3)CC(=O)N(C(=O)c3ccccc3)[C@@H]2c2ccc(OC)cc2)cc1
u | Cc1ccc(C(=O)NC(=S)NNC(=O)c2ccc(NC(=O)c3ccccc3)cc2)cc1
-12% | CCC(Oc1ccccc1)C(=O)OCC(=O)Nc1c(C)nn(-c2ccccc2)c1C (stereo not given)
u | C[N+](C)(CC#CCCCCCCC#CC[N+](C)(C)Cc1ccccc1)Cc1ccccc1
102%[activator] | COCCN1CC(CO)C2(CCN(C3CCC3)CC2)C1 (stereo not given)
32%[activator] | CCNC(=O)N1CCC(OC2CCN(S(C)(=O)=O)CC2)CC1
-3% | NC(=O)c1cc(S(=O)(=O)N2CCCC2)ccc1OCC(=O)Nc1ccc(Oc2ccccc2)cc1

Structures listed so far that have a carbonyl joined to an NH by a bond outside any ring:
12-LOX inh | SMILES
u | CO[C@H]1CN(C)C(=O)c2ccc(NC(=O)C3CCC3)cc2OC[C@H](C)N(Cc2ccc(F)cc2)C[C@@H]1C
0%[176 µM] | CC1(COCC2CC2)COc2ccc(C(=O)NCc3cccnc3)cc2N1 (stereo not given)
16% | CS(=O)(=O)N1CCc2ccc(C(=O)NCc3ccc(OC(F)(F)F)cc3)cc21
0%[176 µM] | CC(C)NC(=O)NC[C@H]1OC[C@@H](NC2CCNCC2)[C@@H]1O
-25%[176 µM] | CSCC(=O)N[C@H]1CCN2C(=O)c3cc(-c4cccs4)ccc3NC(=O)[C@H]12
-8% | O=C(NCc1cc(F)cc(F)c1)c1nc(-c2ccc(F)cc2)c2ccccn12
16% | CCN1CC(C(=O)NCCc2nc(C(C)C)no2)CCC1=O (stereo not given)
u | Cc1ccc(C(=O)NC(=S)NNC(=O)c2ccc(NC(=O)c3ccccc3)cc2)cc1
-12% | CCC(Oc1ccccc1)C(=O)OCC(=O)Nc1c(C)nn(-c2ccccc2)c1C (stereo not given)
32%[activator] | CCNC(=O)N1CCC(OC2CCN(S(C)(=O)=O)CC2)CC1
-3% | NC(=O)c1cc(S(=O)(=O)N2CCCC2)ccc1OCC(=O)Nc1ccc(Oc2ccccc2)cc1

Carrying on.
12-LOX inh | SMILES
17% | Cc1c(CN2CC(=O)N(CC(C)C)CC(OCc3ccccc3F)C2)c(=O)n(-c2ccccc2)n1C (stereo not given)
3% | COc1ccc(-c2noc(CN(C)S(=O)(=O)c3ccc(F)cc3)n2)cc1
32% | O=C(NCc1ccc(F)cc1)N1CCC(c2noc(-c3ccccn3)n2)C1 (stereo not given)
10% | CCCCNC(=O)C1(C)CCN1C(=O)c1oc2ccccc2c1C (stereo not given)
u | CCOc1cccc(-c2nc(C(=O)NCc3ccccc3)cs2)c1
11% | Cc1ccc(CNC(=O)N2CCC(N3CC4CC(C3)[C@H]3CCCC(=O)N3C4)CC2)cc1 (stereo not given in full)
41% | CCC(CC)NC(=O)CCC1CCN(C(=O)c2ccccc2F)CC1
12% | O=C(c1ccc(F)cc1)N1CCC2(CC1)OCC(C(=O)N1CCOCC1)N2C(=O)c1cccc(F)c1 (stereo not given)
-1% | CCCN(CCC)C(=O)c1ccc2nc(C)c(C)nc2c1
14% | CCCn1c(C)cnc1C1CCN(C(=O)NC)C1 (stereo not given)
8% | O=C1NCCCCCCN(Cc2ccncc2)[C@@H]2CN(C(=O)NCCc3ccccc3)CC[C@H]12
-8%[176 µM] | COC(=O)CO[C@@H]1CO[C@H]2[C@@H]1OC[C@@H]2n1cc(-c2ccccn2)nn1
5%[176 µM] | O=C1COc2ccc(-c3ccccc3)nc2CN1CCOc1ccccc1
-29% | O=C(COc1ccccc1)N1CCC(c2nc3ccccc3o2)CC1
5% | COc1ccc2c(C)c(CCC(=O)NCc3ccccc3)c(=O)oc2c1
18% | CCOc1cc(=O)n2c(c1C(=O)Nc1ccc(SC)cc1)CCCC2
5% | CC(=O)N[C@@H]1CN(C(=O)c2[nH]c3c(C)ccc(C)c3c2C)C[C@H]1C(C)C
1%[176 µM] | C=CCNC(=O)N1CC[C@H]2CC(=O)N(c3ccccc3)CC[C@H]2C1
45%[activator] | CN(CCNC(=O)C1CCCN(c2cnn(Cc3ccccc3)c(=O)c2)C1)C1CCCCC1 (stereo not given)
1% | C[C@@H]1CN([C@@H](C)CO)C(=O)CCCn2cc(nn2)CO[C@H]1CN(C)C(=O)Nc1ccc2c(c1)OCO2
-4% | CCCCCCn1cc(CN2CC(N(C)C)CS2(=O)=O)nn1 (stereo not given)
-64% | N#Cc1ccc(NC(=O)COC(=O)c2ccc3ccccc3n2)cc1
10% | C=CCNC(=O)c1nc(Cc2c[nH]c3ccccc23)no1
u | O=C1Nc2ccc(-c3ccccc3F)cc2C(=O)N2CCN(C(=O)COc3ccccc3)C[C@H]12
u | CCCc1nc2ccc(Cl)cn2c1Cc1ccccc1
13% | COc1cc(NC(=O)c2ccc(-c3ncn[nH]3)cc2)ccc1NC(=O)C(C)(C)C
23%[176 µM] | CCCOc1cc(C)c2c(c1C)C[C@H](C(C)C(=O)N1CCN(CCO)CC1)CC2 (stereo not given in full)
18% | Cc1cc(C(=O)N2CCCCCC2c2nnc(-c3ccccc3)o2)nn1C (stereo not given)
-2% | C=CCOc1ccc(/C=C(\C#N)c2nc3ccccc3[nH]2)cc1
u | COc1ccccc1Cc1c(-c2ccco2)nc2cc(C)c(Br)c(C)n12
16% | CCOC(=O)N(C)CC(=O)NC1CCCC1
39%[activator] | Cc1cccc(CN2CCc3nnc([C@@H]4C[C@@H](O)CN4C)n3CC2)c1
51%[activator] | CCCN(CC1CCOC1)C(=O)Nc1ccccc1C(F)(F)F (stereo not given)
-1% | COCCCNC(=O)c1cc2cc(S(=O)(=O)N(C)C)ccc2n1C
-19% | CC(C)c1noc(-c2ccccc2OCC(=O)NC(C)c2ccc(Cl)cc2)n1 (stereo not given)
4%[6.33 µM] | O=C(NC1CC1)c1cc(C2CC2)nc2onc(C3CCCN3)c12 (stereo not given)
-28%[176 µM] | COCCCNC(=O)c1nc2nc(-c3ccccc3)c(Cl)cc2n1C
-23% | CCOC(=O)C1CCN(c2nc3ccccc3n3c(=O)n(CC(=O)Nc4ccccc4C#N)nc23)CC1
-6% | Cc1ccc(C)n1-c1nc2ccc(C(=O)Nc3ccc(C(N)=O)cc3)cc2s1
5% | CC(=O)Nc1ccc(OCC(=O)NCc2ccccc2C)nc1
-27% | CN(C)C(=O)c1ccc(Cc2cn(C)c3ccccc23)nc1
u | CCN(CC)CCCNc1oc(-c2ccco2)nc1S(=O)(=O)c1ccc2c(c1)OCCO2
0% | CN1CC(=O)N(c2ccccc2F)Cc2c(NCCc3ccccc3F)ncnc21
3% | Cc1ccsc1-c1cc2nc(Nc3ccc(F)cc3)n(C)c(=O)c2s1
20% | Cc1cccc(CNC(=O)c2cnn(-c3nccc(-c4cccs4)n3)c2C2CC2)n1
-25% | Cc1cc(C(F)(F)F)c(C#N)c(SCc2cccc(C(F)(F)F)c2)n1
20% | Cc1cn2nc(C(=O)N3CCC(NC(=O)Cc4ccccc4C)CC3)cc2c(=O)[nH]1
22% | O=C(c1ccccc1F)N1CCC2(CC1)C(=O)NN=C2c1ccncc1
-22%[176 µM] | Cc1noc2c(-c3cnn(C)c3)cc(-c3cccnc3)nc12
-5% | CCc1ncc(C(=O)N2CCN(c3ccc(Cl)c(Cl)c3)CC2)cn1
-5% | CCc1ccc(OCC(=O)Nc2nc(-c3ccc(S(=O)(=O)N4CCOCC4)cc3)cs2)cc1
-17%[176 µM] | Cc1onc(-c2cnn(C)c2NCc2ccc(C#N)cc2)c1C(=O)NCC1CCOCC1
69%[activator] | COc1ccc(-c2cc(N3CCC(NC(=O)Cc4ccsc4)CC3)n[nH]2)cc1
-2% | C[C@@H]1Cn2cnc(C(=O)NCC(=O)OC(C)(C)C)c2C(=O)N1
12%[6.33 µM] | COc1cccc([S+](=O)([O-])N2CCC3(CC2)C(=NC2CCCCC2)NC(=O)N3c2cc(F)cc(F)c2)c1
u | COc1ccc(/C(=N/OC(=O)c2cccc(F)c2)c2nccc3cc(OC)c(OC)cc23)cc1OC

Next section:
12-LOX inh | SMILES
1% | COc1ccc(CN(C)C(=O)/C=C/[C@H]2O[C@@H](n3cc(C)c(=O)[nH]c3=O)C[C@@H]2O)cc1OC
-64% | CC(=O)Nc1cccc(C(C)NC(=O)Nc2cc(Cl)c(Cl)cc2Cl)c1 (stereo not given)
u | O=C(c1ccc(F)c(Cl)c1)N1CCN(c2cc(C(F)(F)F)ncn2)CC1
122%[activator] | COc1cccc(CN2CC[C@@H]3C(=O)NCCCCCCN(Cc4ccncc4)[C@@H]3C2)c1OC
-7% | O=C(NCc1ccccn1)c1cnn(-c2nccc(-c3cc4ccccc4o3)n2)c1C1CC1
u | S=C(NCCc1c[nH]c2ccccc12)Nc1ccc(Cl)cc1
45% | Cc1cc(C)c2c(=O)cc(C(=O)Nc3ccccc3C)oc2c1
4%[6.33 µM] | COc1ccc(CC(=O)N2CNC(=O)C23CCN(C(=O)CCN)CC3)cc1
-4% | CCOc1ccc2c(c1)SCC(=O)N2
28% | O=C(c1cccnc1)N1CCC(Nc2cccnc2)C1 (stereo not given)
-22% | CC(=O)N1CCCN(C(=O)CC(c2cccc(O)c2)c2cccc(Cl)c2)CC1 (stereo not given)
u | CC(NCc1ccc(C#N)cc1)c1ccc(F)cc1F (stereo not given)
u | CCN1CC2(CCN(C(=O)CC(N)c3ccc(OC)c(OC)c3)CC2)CC1=O (stereo not given)
u | COCC(=O)N[C@@H]1CN(Cc2ccc(F)cc2Cl)C[C@H]1CO
5% | C=CCOc1ccc(NC(=O)c2ccc(OC)cc2)cc1
19% | COc1cc(NC2c3ccccc3C(=O)N2c2cccnc2)cc(OC)c1OC (stereo not given)

Looked up by structure from above (2):
12-LOX inh | SMILES
28% | O=C(c1cccnc1)N1CCC(Nc2cccnc2)C1 (stereo not given)
u | COCC(=O)N[C@@H]1CN(Cc2ccc(F)cc2Cl)C[C@H]1CO

(further entries)
12-LOX inh | SMILES
u | COc1ccc2ccccc2c1/C=C(/C#N)C(=O)Nc1ccccc1C(F)(F)F
-24% | COc1ccc(NC(=O)c2cc(S(=O)(=O)N3CCCCC3)c[nH]2)cc1OC
16% | COC(=O)c1sccc1S(=O)(=O)Oc1ccc2c(C(F)(F)F)cc(=O)oc2c1
u | COc1ccc(CN2CCNC(=O)C2CC(=O)N2CCCC2)c(C)c1C (stereo not given)
-64%[176 µM] | COc1ccc(C(=O)N2CC[C@H]3CC(=O)N(CCc4cnc[nH]4)CC[C@H]3C2)cc1
5% | COCCN1C(=O)CS(=O)(=O)C12CCN(C(=O)c1cccc(OC)c1C)CC2
u | Cc1c(CC(=O)NC2CCOCC2)c2c(n1Cc1ccc(F)cc1)CCCC2=O
17% | CCOc1ccc(NC(=O)CN2C(=O)NC(c3ccccc3OCC)C3=C2COC3=O)cc1 (stereo not given)
16% | COc1cccc(-c2cc3c(=O)n(CCNC(=O)c4ccc5cc[nH]c5c4)ccn3n2)c1
15% | COC(=O)[C@]12C[C@H](CC(=O)N3CCOCC3)C(=O)N(Cc3ccc4c(c3)OCO4)C1=C[C@H](COCc1ccccc1)O[C@@H]2C
49%[activator] | COc1ccccc1-c1onc(C)c1C(=O)NCc1ccc(Cl)cc1
u | N#Cc1cccc(C(=O)OC(c2ccccc2)c2ccccn2)c1 (stereo not given)
u | O=C(CCc1c[nH]c2ccccc12)Nc1ccc(Cl)c(Cl)c1
47%[activator] | COc1cccc(S(=O)(=O)N2C[C@@H](Oc3cccnc3)C[C@H]2C(=O)NC2CC2)c1
u | C=CCN=C1NC(c2cccc(F)c2)C(C(=O)OC)=C(C)N1Cc1ccccc1C(F)(F)F (stereo not given)
39% | COc1ccc2ccc(OCc3nc(C(=O)N(C)CC4COCCO4)co3)cc2c1 (stereo not given)
-8% | CNC(=O)c1cccc(NC(=O)CSCc2csc(-c3ccccc3)n2)c1
-16% | COc1ccccc1-c1cc(NC=O)c2ncc(-c3cccc(C(C)=O)c3)n2c1
36%[activator] | CCOc1ccc(C(=O)N2C[C@@H](CO)[C@H](c3nc(C4CC4)no3)C2)cc1
10% | C=CCCC1CN(Cc2ccc(OC)cc2)S(=O)(=O)c2c(Oc3ccc(F)cc3OC)cccc2O1 (stereo not given)
-52% | CCN1CCCC1CNC(=O)c1c(C)nn(-c2ccc(F)cc2)c1-n1cccc1 (stereo not given)
-25% | Cc1[nH]c2ccc(C(=O)N3CCC(C(=O)N4CCCCCC4)CC3)cc2c1C
-26% | Cc1ccc(-c2cnc(SCC(=O)Nc3ccc(F)c(C)c3)o2)cc1C
u | O=C1N[C@@H]2CCN(C(=O)COc3ccccc3)[C@@H]2C(=O)N1c1ccc(Oc2ccccc2)cc1
19% | CCN(CCNC(=O)CN1CC2CC(C1)[C@H]1CCCC(=O)N1C2)Cc1ccccc1 (stereo not given in full)
